# Menin MLL FP TR: qHTS Assay for Inhibitors Targeting the Menin-MLL Interaction in MLL Related Leukemias: Competition With Texas Red Labeled MLL-derived Mutant Peptide; O00255; Menin + Texas Red MLL mutant peptide, fluorescence polarization; Potency, µM (series often up to 61.6 µM), without a hit: top-dose FP activity change, negative = inhibition, hits mostly inhibitors; 270,000 compounds, 0.23% hits; AID 1768, 2009; active = well fitted inhibition curve with a large enough effect in the polarisation, with a control signal flat, not every such curve was filed as active; inconclusive = small, poorly fitted or top-dose-only effect, or effect the other way, or a change in a side signal; inactive = no such curve, though single readings can be large or run the other way; the % refers to the polarisation; note: potency is the fitted concentration of half-maximal effect; % of control where 0% means no effect; many of its hits are not listed in these tables
# Target sequence (O00255 whole entry, looked up): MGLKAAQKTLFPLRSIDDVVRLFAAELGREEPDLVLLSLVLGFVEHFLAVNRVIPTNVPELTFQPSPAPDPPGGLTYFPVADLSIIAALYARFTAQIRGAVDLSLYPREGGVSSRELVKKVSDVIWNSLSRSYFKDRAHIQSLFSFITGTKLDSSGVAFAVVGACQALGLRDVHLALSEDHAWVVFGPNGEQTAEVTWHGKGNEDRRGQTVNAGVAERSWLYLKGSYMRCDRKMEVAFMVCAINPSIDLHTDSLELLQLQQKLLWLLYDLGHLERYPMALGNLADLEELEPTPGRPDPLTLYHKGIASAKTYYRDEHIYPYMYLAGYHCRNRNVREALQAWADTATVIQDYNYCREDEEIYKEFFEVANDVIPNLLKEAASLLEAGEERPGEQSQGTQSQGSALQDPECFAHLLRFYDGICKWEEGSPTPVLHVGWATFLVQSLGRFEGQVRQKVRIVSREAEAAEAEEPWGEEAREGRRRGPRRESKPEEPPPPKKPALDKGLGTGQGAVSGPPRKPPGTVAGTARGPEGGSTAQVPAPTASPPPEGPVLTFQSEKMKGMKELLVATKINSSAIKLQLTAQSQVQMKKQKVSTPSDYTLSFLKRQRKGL
# NPC1 prom act: qHTS Assay for NPC1 Promoter Activators; Huh7 NPC1 promoter luciferase reporter, 24 h; Potency, µM (series often up to 9.22 µM), inactives show at the top dose activation, most hits filed as activators; 320,000 compounds, 2.4% hits;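 note: potency is the fitted concentration of half-maximal effect; % of control where 0% means no effect; nearly all actives have a fitted effect of over 60% in size; reporter is driven by a mutant NPC1 promoter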
#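 Stable NPC1-promoter luciferase Huh7 line; cpd (DMSO) 24 h, 37 °C, 5% CO2; Amplite luciferase reagent 10 min RT; luminescence readout. qHTS format.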
# FLuc modulator: qHTS profiling assay for firefly luciferase inhibitor/activator using purifed enzyme and Km concentrations of substrates (counterscreen for miR-21 project); Luciferin 4-monooxygenase (Photinus pyralis), P08659; purified FLuc, Km substrates, luminescence inhibition; Potency, µM (titrated, usually from 57.5 µM), for inactives: at the highest dose activity change, negative = inhibition, usual class: inhibitors; 360,000 compounds, 6.9% hits; AID 588342, 2011;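 note: potency is the fitted concentration of half-maximal effect; plate controls were vehicle for no effect and reference inhibitor for full effect; nearly all actives have a fitted effect of over 55% in size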
#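 Purified P. pyralis luciferase, 10 nM final, with Km-level 10 uM D-luciferin and 10 uM ATP in 50 mM Tris acetate pH 7.5, 10 mM Mg acetate, 0.01% Tween-20, 0.05% BSA; 6-point qHTS titration about 60 µM downward; luminescence read.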
# RORgamma inh: qHTS for inhibitors of ROR gamma transcriptional activity | Nuclear receptor ROR-gamma (Mus musculus), P51450 | Potency, µM (titrated, usually from 53.6 µM), for inactives: at the top dose activity change, negative = inhibition, usual class: inhibitors | 310,000 compounds, 5.4% hits | AID 2551, 2010 | Drosophila S2 Gal4-RORgamma UAS-luciferase reporter, 20 h; note: potency is the fitted concentration of half-maximal effect; % is set by controls: 0 for no effect and ±100 for the full control effect; nearly all actives have a fitted effect of over 60% in size
#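 Drosophila S2 cells stably expressing Gal4-DBD/mouse RORγ fusion under metallothionein promoter plus UAS-luciferase; compound 1 h, then 700 uM CuSO4 induction for 20 h at ambient temperature; inhibition read as reduced luminescence.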
# PKM2 activator: qHTS Assay for Activators of Human Muscle isoform 2 Pyruvate Kinase. Potency, µM (top dose mostly 57.5 µM), for the others: top-dose activation, actives largely listed as activators. 260,000 compounds, 0.34% hits. Pyruvate kinase PKM (Homo sapiens), P14618. purified PKM2, Kinase-Glo ATP luminescence, activation; response scale: 0% is enzyme alone, no compound; note: potency is the fitted concentration of half-maximal effect; % is set by controls: 0 for no effect and ±100 for the full control effect; nearly all actives have a fitted effect of over 55% in size
#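 ATP formation by purified human PK-M2, quantified via coupled luciferase luminescence after 1 h at room temperature with 0.1 mM ADP and 0.5 mM PEP final.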
# BRCA1 expr up: qHTS Assay to Identify Small Molecule Activators of BRCA1 Expression. 380,000 compounds, 1.1% hits. MCF7-BRCA1-FFLuc reporter, luminescence, 48 h; response scale: scaled: vehicle 0%, 10 µM genistein 100%. Potency, µM (series often up to 46.1 µM), inactives show at the highest dose activation, usual class: activators; note: potency is the fitted concentration of half-maximal effect; nearly all actives have a fitted effect of over 80% in size; some results filed as inactive show a strong effect at the top dose
#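 48 h compound treatment of MCF7-BRCA1-FFLuc cells (phenol-red free MEM, 37 °C), then 15 min with luciferase substrate and luminescence imaging.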
# Gal4-VP16 FLuc: VP16 counterscreen qHTS for inhibitors of ROR gamma transcriptional activity; 310,000 compounds, 3.5% hits; AID 2546, 2010; Drosophila S2 Gal4-VP16 UAS-luciferase, luminescence, 20 h; Potency, µM (titrated, usually from 53.6 µM), without a hit: at the top dose activity, negative = inhibition, most hits filed as inhibitors;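 note: Gal4-VP16 expression switched on by copper sulfate through the metallothionein promoter; potency is the fitted concentration of half-maximal effect; % is set by controls: 0 for no effect and ±100 for the full control effect; nearly all actives have a fitted effect of over 50% in size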
# Giardia killer: Small Molecules that selectively kill Giardia lamblia: qHTS; Giardia lamblia trophozoite viability; 340,000 compounds, 0.15% hits; activity change, % at 7.66 µM, hits read low; in the data active = activity change below about -80%; inconclusive = between about -30% and that limit;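 note: parasites exposed to compound for two days anaerobically before the ATP read; % is set by controls: 0 for no effect and ±100 for the full control effect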
#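 Giardia lamblia trophozoites (100 cells/well) were incubated with compounds for 48 h at 37 deg C under anaerobic conditions. Viability was read as ATP content by one-step luminescence after 15-30 min at room temperature.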
# p53 reactivator: qHTS assay for re-activators of p53 using a Luc reporter. H1299 p53-A138V BP100-luciferase reporter, luminescence, 24 h. Potency, µM (titrated, usually from 92.2 µM), without a hit: at the top dose activity change, positive = activation, usual class: activators. 320,000 compounds, 0.063% hits; note: potency is the fitted concentration of half-maximal effect; % of control where 0% means no effect; nearly all actives have a fitted effect of over 45% in size
#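 p53-null H1299 cells stably carrying temperature-sensitive p53-A138V and a BP100-luciferase reporter were pinned with compounds (4-point, 1:5 series) and held 24 hrs at 37 deg C. Luminescence was read 10 min after detection reagent.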
# Rab9 promoter act: qHTS Assay for Rab9 Promoter Activators; Huh7 Rab9 promoter-luciferase reporter, luminescence, 24 h; Potency, µM (titrated, usually from 9.22 µM), for inactives: at the top dose activation, negative = inhibition, usual class: activators; 320,000 compounds, 2.8% hits; AID 485297, 2010; note: potency is the fitted concentration of half-maximal effect; % of control where 0% means no effect; nearly all actives have a fitted effect of over 60% in size
#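 Huh7 cells stably carrying Rab9 promoter–luciferase reporter, plated 1500 cells/well, compound added after 2 h and incubated 24 h at 37 °C; luciferase luminescence then read after 10 min with detection reagent.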
# ELG1 genotoxic: qHTS screen for small molecules that induce genotoxicity in human embryonic kidney (HEK293T) cells expressing luciferase-tagged ELG1; 330,000 compounds, 1.3% hits; HEK293T ELG1-luciferase reporter, luminescence, 16 h; AID 504466, 2011; Potency, µM (top dose mostly 46 µM), for inactives: top-dose activity change, positive = activation, usual class: activators; note: potency is the fitted concentration of half-maximal effect; % of control where 0% means no effect; nearly all actives have a fitted effect of over 60% in size
#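 Quantitative HTS format in 1536-well plates. HEK293T ELG1-luciferase reporter cells receive test compound and are incubated 16 hr at 37 °C, 5% CO2; ONE-Glo added, 30 min room temperature, then luminescence read.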
# * marks the source's active call; other numbers are inactive results; ? = inconclusive; . = not tested or not shown; [ ] = remark or other dose. Unless noted, calls come from the whole dose curve; as a rule, active = well fitted curve in the direction sought with a large enough effect; inconclusive = small, poorly fitted or top-dose-only effect, or another doubt; inactive = no such curve, though single readings can be large; an effect the other way counts as inactive or inconclusive. Some of the compounds tested, so the mix of outcomes need not match the whole.
SMILES,Menin MLL FP TR,NPC1 prom act,FLuc modulator,RORgamma inh,PKM2 activator,BRCA1 expr up,Gal4-VP16 FLuc,Giardia killer,p53 reactivator,Rab9 promoter act,ELG1 genotoxic
CC1=NOC(=O)/C1=C/c1ccc(O)c(Br)c1,7%,0%,?,?,.,-18%,?,-17,0%,-1%,7%
O=C(COC(=O)Cc1ccsc1)Nc1cccc(F)c1,.,-2%,-14%,.,.,8%,.,-4,-4%,-1%,1%
O=S(=O)(NCC1CCN(c2ccc(S(=O)(=O)N3CCOCC3)cc2)CC1)c1ccc(F)cc1,10%,-4%,2%,?,1%,-40%,?,-8,7%,-3%,-24%
Cc1cc(C)n2c(SCc3ccc(Br)cc3)nnc2n1,.,-2%,-20%,?,23%,73%,17%,4,2%,0%,11%
CC(=O)N1c2c(cc(Br)cc2S(=O)(=O)N2CCN(c3ccccc3F)CC2)CC1C (stereo not drawn),3%,-4%,0%,?,-4%,-54%,4%,-7,-3%,-1%,-19%
COc1cc(NC(=O)C2CCN(c3cnccn3)CC2)cc(OC)c1OC,.,-7%,0%,-3%,.,0%,5%,-1,1%,3%,0%
CCCc1c(C(=O)N/N=C/c2ccncc2)nnn1-c1nonc1N,0%,-4%,-3%,24%,.,-5%,-4%,-17,-2%,2%,-2%
CC1CCN(C(=O)c2cc(S(=O)(=O)N3CCCCC3)c[nH]2)CC1,-24%,1%,2%,-8%,3%,-18%,-4%,-15,10%,0%,-2%
Cc1nnc(SCC(=O)Nc2ccc(F)cc2F)n(N)c1=O,.,1%,1%,-10%,15%,-2%,0%,-5,?,3%,5%
COc1ccccc1N1CCN(C(c2cccs2)C(C)NS(=O)(=O)c2ccccc2)CC1 (stereo not drawn),1%,-6%,0%,?,1%,-61%,-3%,-18,2%,0%,-30%[inhibitor]
O=C(COc1ccc2c3c(c(=O)oc2c1)CCCC3)NCc1cccnc1,.,-1%,0%,-15%,.,-3%,-3%,-10,-3%,0%,11%
CC(=O)Nc1ccc(S(=O)(=O)Nc2cc(S(=O)(=O)N3CCCCC3)ccc2O)cc1,.,-1%,3%,.,.,6%,.,?,0%,2%,1%
CC12CCC(C(=O)Nc3ccccc3Br)(C/C1=N\O)C2(C)C (stereo not drawn),1%,2%,4%,-19%,-5%,-13%,-12%,3,-6%,-1%,-2%
O=C(Cc1ccc([N+](=O)[O-])cc1)N1N=C2CCCCC2C1(O)C(F)(F)F (stereo not drawn),.,1%,-1%,?,-6%,16%,-2%,-1,2%,-2%,-6%
Cc1ccc(NC(=S)NCC(C)CSc2ccc(Cl)cc2)cc1 (stereo not drawn),21%,0%,-8%,2.8µM*,-2%,-6%,?,1,5%,-6%,-14%
Cn1c(=O)c2c(nc(SCC(=O)c3cccs3)n2Cc2ccc(F)cc2)n(C)c1=O,-3%,12%,-8%,14%,20%,-3%,11%,9,1%,4%,-2%
CCOc1ccc(NC(=O)CN(C)C(=O)c2ccc(=O)[nH]c2)cc1OCC,.,?,-1%,11µM*,63%,-11%,15%,-4,12%,?,?
COc1cc(-c2nnc(NC(=O)CCS(=O)(=O)c3ccc(F)cc3)o2)cc(OC)c1OC,.,11%,-1%,.,.,-62%,.,-18,-2%,0%,?
CCOc1ccc2oc(C(=O)OCC(=O)NC3CCCC3)c(C)c2c1,.,-1%,0%,.,.,24%,.,-13,3%,2%,-1%
Cc1nc2nc(Cc3ccccc3)[nH]n2c(=O)c1Cc1ccccc1,20%,-2%,-1%,?,1%,-11%,2%,10,3%,-4%,1%
CC(=O)NC(CC(=O)NCCCn1ccc2ccccc21)c1ccccc1 (stereo not drawn),-1%,0%,5%,11%,.,-25%,-3%,-9,-4%,-4%,-7%
CCn1c(=O)c(C(=O)NCc2ccccc2OC)c(O)c2ccccc21,16%,4%,4%,-30%,1%,-16%,?,4,.,-4%,7%
O=c1[nH]c(CN2CCOCC2)nc2cc(Cl)ccc12,1%,-2%,2%,39%,1%,5%,18%,10,4%,-3%,0%
CC(C)=C1C(=O)NN(c2ccc(F)c(Cl)c2)C1=O,?,2%,0%,22%,-1%,-16%,-7%,6,-16%,0%,3%
COc1ccc(NC(=O)C(=O)NNC(=O)c2ccc(Cl)cc2Cl)cc1,.,0%,-2%,-42%,.,1%,-9%,6,-2%,3%,1%
# Next results:
SMILES,Menin MLL FP TR,NPC1 prom act,FLuc modulator,RORgamma inh,PKM2 activator,BRCA1 expr up,Gal4-VP16 FLuc,Giardia killer,p53 reactivator,Rab9 promoter act,ELG1 genotoxic
COc1ccc(S(=O)(=O)N(C)c2ccc(C(=O)N3CCOCC3)cc2)cc1OC,3%,-2%,4%,-1%,-6%,-7%,3%,-4,3%,-1%,2%
NNC(=O)Cn1c(-c2nonc2N)nc2ccccc21,-1%,-1%,-1%,-24%,0%,24%,-6%,5,9%,1%,0%
Nc1ccc(C(=O)OCCCc2nc3cc4ccccc4cc3[nH]2)cc1,.,1%,15µM*,3%,0%,47%,2%,7,2%,19%,-1%
C/C=C/C(=O)N1c2ccccc2C(C)=CC1(C)C,-10%,0%,-3%,4%,2%,-16%,-3%,-7,0%,-3%,6%
COc1ccc(NS(=O)(=O)c2ccc3c(c2)CCC(=O)N3)c(OC)c1,-8%,2%,0%,32%,-4%,-3%,-8%,-8,2%,-2%,0%
COc1ccccc1CNC(=O)CCC(=O)n1ncc2cc(C)ccc21,-1%,0%,-4%,8%,-3%,-6%,-11%,28,14%,5%,-4%
COc1cc(-c2nc(S(=O)(=O)c3ccc(C)cc3)c(N(C)C)o2)cc(OC)c1OC,-12%,-3%,-8%,-29%,-13%,-17%,6%,-1,-13%,-2%,-7%
c1n[nH]c(NCc2ccc3c(c2)OCO3)n1,-10%,-1%,2%,5%,-1%,-1%[1.84 µM],-1%,2,-1%,2%,-1%
C=CCNc1nc(N2CCCC2)nc2ccccc12,?,-2%,1%,7%,8%,-18%,-1%,-12,-18%,-5%,-9%
COc1ccccc1NS(=O)(=O)c1cc(NC(=O)c2sccc2C)ccc1N1CCOCC1,.,1%,0%,10%,-2%,-42%,7%,3,-1%,-3%,-2%
CCOC(=O)C1=C(C)N=c2s/c(=C3/C(=O)Nc4ccccc43)c(=O)n2C1c1ccc(C)cc1 (stereo not drawn),36%[activator],-7%,0%,-34%,16%,-22%,-9%,-6,1%,-6%,1%
COc1ccc(N(CC(=O)O)S(=O)(=O)c2cccnc2)cc1,-11%,-1%,0%,-28%,1%,-25%,-3%,0,1%,-7%,2%
N#Cc1ccccc1OCc1cccc(S(=O)(=O)N2CCOCC2)c1,.,4%,-18%,.,.,12%,.,-3,-3%,-1%,2%
COC(=O)c1cn(C(=O)/C=C/c2ccc(OC)c(OC)c2)c2ccccc12,?,-14%,-19%,24%,1%,-8%,0%,8,0%,-7%,-7%
COc1ccc(-c2noc(C3CCCN(C(=O)CCc4ccccc4)C3)n2)cc1 (stereo not drawn),2%,0%,-19%,?,-7%,2%,0%,3,-8%,-2%,?
CCOc1ccccc1OCCCOc1ccc(C)cc1Cl,4%,27%,11µM*,24%,-3%,53%,12%,-23,21%,?,6%
CS(=O)(=O)Oc1ccc2c(c1)O/C(=C\C=C\c1ccccc1)C2=O,?,7%,7.6µM*,19%,4%,-13%,-4%,-13,21%,-1%,1%
Cn1c(CCC(=O)OCC(=O)NCc2ccccc2Cl)nc(=O)c2ccccc21,-10%,0%,-2%,10%,-1%,0%,-12%,-22,1%,-10%,1%
CN(C)S(=O)(=O)c1ccc(S(=O)(=O)N(CC(=O)Nc2ccccc2)Cc2ccco2)cc1,?,-1%,2%,?,17%,-15%,?,0,12%,-8%,9%
CCC1=NN(C(=O)C(=O)NCCc2ccccc2)C(O)(C(F)(F)F)C1 (stereo not drawn),?,0%,2%,0.63µM*,6%,9%,1.8µM*,6,5%,-10%,-6%
